Assay outcomes from PubChem BioAssay.
Myeloid diff 2 = compounds promoting myeloid differentiation. ER-HoxA9 myeloid progenitors, lysozyme-GFP differentiation, flow cytometry. calls only at 10 µM. 360,000 tested, 1% active;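 active = normalized GFP-positive differentiation at or above the plate's own cutoff, the solvent-only control mean plus 3 SD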;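 also: cells exposed to compound for four days before flow analysis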
T cell modulator = T cell immune modulators affecting CD8 T cell-vesicle binding; 2C CD8+ T cell-vesicle binding, flow cytometry; active compounds read low; calls only at 7 µM; 330,000 tested, 0.068% active; AID 2052;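 active = response, share of CD8 T cells binding vesicles, and their 90th percentile fluorescence all below set limits, cut at about 80% in these data, passing the limit was not always enough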
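incubation = binding step 1.5 h, 37 °C, antibody labelling 20 min, ice | test system = 2C mouse CD8+ T cells | read-out basis = percent CD8+ FL2 mean versus row control | controls = Peptide-free naked vesicles (low) and QL9 vesicles with 0.7% DMSO vehicle (high) | detection = flow cytometry of vesicle-bound cells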
Hep lipid drop = hepatic lipid droplet formation modulation. AML12 mouse hepatocytes, oleate lipid droplets, BODIPY imaging. inhibition, % at 6.5 µM. 240,000 tested, 0.4% active. AID 1656;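 active = lipid droplet intensity inhibited by at least 50%, with more than 500 cells counted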
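Material: mouse AML12 hepatocyte cell line, fixed after treatment; Timing: compound with oleate, overnight; Technique: high-content imaging of BODIPY-stained droplets and DAPI nuclei; Probe or stimulus: oleate, 100 µM final; Dosing: compound at 6.5 µM only.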
Hep lipid drop cells 6.5 µM = recorded beside Hep lipid drop, whose call it bears; cell count; measured here: cell count, cytotoxicity flag;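 cells counted across two imaged fields per well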
T cell modulator vesicle-bound % = second read-out of T cell modulator, no call of its own (marks repeat the call); double positive events, %; measured here: CD8+ vesicle-bound cell fraction;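 binding gate set so that unloaded-vesicle control wells show 10% double positive cells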
Myeloid diff 2 GFP+ MAC1+ % = further read-out of Myeloid diff 2, marked with its call; GFP+ MAC1+ double positive, %; measured here: differentiation confirmed by MAC1 staining
An asterisk follows results filed as active.

O=C1C2C3C=CC(CC3)C2C(=O)N1c1cccc(Br)c1 (centres undefined) was read as Myeloid diff 2 inactive, T cell modulator inactive, Hep lipid drop -1, Hep lipid drop cells 6.5 µM 836, T cell modulator vesicle-bound % 55 and Myeloid diff 2 GFP+ MAC1+ % 0.7.
Cc1ccc(C)c(N2CCN(S(=O)(=O)c3cn(C)cn3)CC2)c1 was read as Myeloid diff 2 inactive, T cell modulator inactive, Hep lipid drop -4, Hep lipid drop cells 6.5 µM 699, T cell modulator vesicle-bound % 4 and Myeloid diff 2 GFP+ MAC1+ % 1.4.
C/C(=N\NC(=O)c1c(Cl)cnn1C)c1ccc(NC(=O)c2ccc(Br)o2)cc1 was read as Myeloid diff 2 inactive, T cell modulator inactive, Hep lipid drop -1, Hep lipid drop cells 6.5 µM 561, T cell modulator vesicle-bound % 11 and Myeloid diff 2 GFP+ MAC1+ % 0.6.
`Cc1cc2c(cc1S(=O)(=O)NCc1ccc(N(C)C)cc1)OCC(=O)N2` gave Myeloid diff 2 inactive, T cell modulator inactive, Hep lipid drop -7, Hep lipid drop cells 6.5 µM 742, T cell modulator vesicle-bound % 23 and Myeloid diff 2 GFP+ MAC1+ % 2.8.
O=C(Nn1cnnc1)c1ccc(Cl)cc1[N+](=O)[O-] was read as Myeloid diff 2 inactive, T cell modulator inactive, Hep lipid drop 6, Hep lipid drop cells 6.5 µM 817, T cell modulator vesicle-bound % 28 and Myeloid diff 2 GFP+ MAC1+ % 0.3.
For O=S(=O)(c1ccccc1)N(CC1CO1)c1cc(Cl)ccc1Cl (centres undefined) the results were Myeloid diff 2 inactive, T cell modulator inactive, Hep lipid drop -10, Hep lipid drop cells 6.5 µM 847, T cell modulator vesicle-bound % 9 and Myeloid diff 2 GFP+ MAC1+ % 3.5.
`CCCc1nc2ccc(NC(C)=O)cc2c(=O)n1Cc1ccccc1Cl` gave Myeloid diff 2 inactive, T cell modulator inactive, Hep lipid drop -10, Hep lipid drop cells 6.5 µM 836, T cell modulator vesicle-bound % 32 and Myeloid diff 2 GFP+ MAC1+ % 0.5.
`CCC(=O)N1CCc2cc(S(=O)(=O)CCC(=O)Nc3ccc(OC)cc3)ccc21` gave Myeloid diff 2 inactive, T cell modulator inactive, Hep lipid drop 20, Hep lipid drop cells 6.5 µM 746, T cell modulator vesicle-bound % 28 and Myeloid diff 2 GFP+ MAC1+ % 2.4.
`O=C(c1ccc(S(=O)(=O)N2CCCC2)cc1)N(c1ccc(F)cc1)C1C=CS(=O)(=O)C1` (centres undefined) gave Myeloid diff 2 inactive, T cell modulator inactive, Hep lipid drop 1, Hep lipid drop cells 6.5 µM 824, T cell modulator vesicle-bound % 58 and Myeloid diff 2 GFP+ MAC1+ % 0.9.
Cc1ccc(OCC(=O)Oc2cccc(C)c2C)cc1 was read as Myeloid diff 2 inactive, T cell modulator inactive, Hep lipid drop -1, Hep lipid drop cells 6.5 µM 776, T cell modulator vesicle-bound % 48 and Myeloid diff 2 GFP+ MAC1+ % 1.2.
Screening COc1ccccc1CC(=O)NC1CCN(Cc2ccccc2)CC1 returned Myeloid diff 2 inactive, T cell modulator inactive, Hep lipid drop -8, Hep lipid drop cells 6.5 µM 824, T cell modulator vesicle-bound % 40 and Myeloid diff 2 GFP+ MAC1+ % 0.5.
`Cc1ccc(Sc2cnccc2C#N)cc1` gave Myeloid diff 2 inactive, T cell modulator inactive, Hep lipid drop 2, Hep lipid drop cells 6.5 µM 683, T cell modulator vesicle-bound % 63 and Myeloid diff 2 GFP+ MAC1+ % 1.8.
Screening Cc1ccc(S(N)(=O)=O)cc1NC(=O)C(c1ccccc1)c1ccccc1 returned Myeloid diff 2 inactive, T cell modulator inactive, Hep lipid drop -6, Hep lipid drop cells 6.5 µM 867, T cell modulator vesicle-bound % 59 and Myeloid diff 2 GFP+ MAC1+ % 0.6.
`C/C(=N\NC(=O)c1nnn(-c2nonc2N)c1C(C)C)c1cc(C)sc1C` gave Myeloid diff 2 inactive, T cell modulator inactive, Hep lipid drop -19, Hep lipid drop cells 6.5 µM 704, T cell modulator vesicle-bound % 7 and Myeloid diff 2 GFP+ MAC1+ % 2.2.
COCCNC(=O)C(c1ccc(C)cc1)N(C(=O)CCC(=O)Nc1ccccn1)C1CCCCC1 (centres undefined) was read as Myeloid diff 2 inactive, T cell modulator inactive, Hep lipid drop 0, Hep lipid drop cells 6.5 µM 812, T cell modulator vesicle-bound % 43 and Myeloid diff 2 GFP+ MAC1+ % 0.7.
CCOC(=O)c1c(C)[nH]c(C(=O)OC(C)C(=O)Nc2ccccc2OC)c1C (centres undefined) was read as Myeloid diff 2 inactive, T cell modulator inactive, Hep lipid drop 0, Hep lipid drop cells 6.5 µM 857, T cell modulator vesicle-bound % 31 and Myeloid diff 2 GFP+ MAC1+ % 1.5.
For CC1(C)Cc2c(sc(NC(=O)c3ccc(S(=O)(=O)N4CCCCCC4)cc3)c2C(N)=O)C(C)(C)N1 the results were Myeloid diff 2 inactive, T cell modulator inactive, Hep lipid drop -2, Hep lipid drop cells 6.5 µM 677, T cell modulator vesicle-bound % 28 and Myeloid diff 2 GFP+ MAC1+ % 5.1.
For CC(=O)Oc1ccccc1C(=O)Nc1ccccc1C(=O)N1CCCC1 the results were Myeloid diff 2 inactive, T cell modulator inactive, Hep lipid drop -2, Hep lipid drop cells 6.5 µM 844, T cell modulator vesicle-bound % 68 and Myeloid diff 2 GFP+ MAC1+ % 0.0.
`COc1cc(S(=O)(=O)NCCCn2ccnc2)ccc1Cl` gave Myeloid diff 2 inactive, T cell modulator inactive, Hep lipid drop -10, Hep lipid drop cells 6.5 µM 831, T cell modulator vesicle-bound % 57 and Myeloid diff 2 GFP+ MAC1+ % 0.5.
`CCc1ccc(NC(=O)C2=CC(c3cccs3)=NS(=O)(=O)N2C)cc1` gave Myeloid diff 2 inactive, T cell modulator inactive, Hep lipid drop 33, Hep lipid drop cells 6.5 µM 754, T cell modulator vesicle-bound % 23 and Myeloid diff 2 GFP+ MAC1+ % 1.4.

The final 2 compounds of the section before are carried over, then new ones follow.
`COc1cc(S(=O)(=O)NCCCn2ccnc2)ccc1Cl` gave Myeloid diff 2 inactive, T cell modulator inactive, Hep lipid drop -10, Hep lipid drop cells 6.5 µM 831, T cell modulator vesicle-bound % 57 and Myeloid diff 2 GFP+ MAC1+ % 0.5.
`CCc1ccc(NC(=O)C2=CC(c3cccs3)=NS(=O)(=O)N2C)cc1` gave Myeloid diff 2 inactive, T cell modulator inactive, Hep lipid drop 33, Hep lipid drop cells 6.5 µM 754, T cell modulator vesicle-bound % 23 and Myeloid diff 2 GFP+ MAC1+ % 1.4.
Cc1ccc(NC(=O)[C@H](NC(=O)[C@@H]2Cc3ccccc3CN2)c2ccccc2)cc1C was read as Myeloid diff 2 inactive, T cell modulator inactive, Hep lipid drop 6, Hep lipid drop cells 6.5 µM 741, T cell modulator vesicle-bound % 9 and Myeloid diff 2 GFP+ MAC1+ % 1.3.
`COC(=O)c1cc(CNC(=O)c2ccccc2OCc2c(C)noc2C)ccc1OC` gave Myeloid diff 2 inactive, T cell modulator inactive, Hep lipid drop -2, Hep lipid drop cells 6.5 µM 677, T cell modulator vesicle-bound % 14 and Myeloid diff 2 GFP+ MAC1+ % 0.7.
COc1ccc(CC(=O)Nc2c(C(N)=O)oc3ccccc23)cc1OC was read as Myeloid diff 2 inactive, T cell modulator inactive, Hep lipid drop -47, Hep lipid drop cells 6.5 µM 660, T cell modulator vesicle-bound % 50 and Myeloid diff 2 GFP+ MAC1+ % 3.0.
CC(C)N(CCCNC(=O)Cn1ncc2c([nH]c3ccccc32)c1=O)Cc1ccccc1 was read as Myeloid diff 2 inactive, T cell modulator inactive, Hep lipid drop 22, Hep lipid drop cells 6.5 µM 709, T cell modulator vesicle-bound % 14 and Myeloid diff 2 GFP+ MAC1+ % 0.2.
Screening COc1cccc(CC(=O)OCC(=O)NNC(=O)c2ccc([N+](=O)[O-])cc2)c1 returned Myeloid diff 2 inactive, T cell modulator inactive, Hep lipid drop -5, Hep lipid drop cells 6.5 µM 621, T cell modulator vesicle-bound % 59 and Myeloid diff 2 GFP+ MAC1+ % 0.4.
`Cc1c(Cl)ccc2sc(NC(=O)c3ccco3)nc12` gave Myeloid diff 2 inactive, T cell modulator inactive, Hep lipid drop -12, Hep lipid drop cells 6.5 µM 726, T cell modulator vesicle-bound % 35 and Myeloid diff 2 GFP+ MAC1+ % 2.3.
Screening COc1cccc(CN2CC(C(=O)NC3CCCCCC3)CCC2=O)c1 (centres undefined) returned Myeloid diff 2 inactive, T cell modulator inactive, Hep lipid drop -3, Hep lipid drop cells 6.5 µM 684, T cell modulator vesicle-bound % 46 and Myeloid diff 2 GFP+ MAC1+ % 1.1.
`COc1ccc(C(=O)OCC(=O)NC(C)CCc2ccccc2)c(OC)c1` (centres undefined) gave Myeloid diff 2 inactive, T cell modulator inactive, Hep lipid drop 75*, Hep lipid drop cells 6.5 µM 810*, T cell modulator vesicle-bound % 38 and Myeloid diff 2 GFP+ MAC1+ % 0.8.
COc1ccc(CNc2nc3c(c(=O)[nH]c(=O)n3C)n2Cc2ccccc2)cc1 was read as Myeloid diff 2 inactive, T cell modulator inactive, Hep lipid drop -18, Hep lipid drop cells 6.5 µM 837, T cell modulator vesicle-bound % 19 and Myeloid diff 2 GFP+ MAC1+ % 0.6.
`COc1ccc(Cl)cc1NS(=O)(=O)c1cccc(C(=O)NCCCN2CCCC2=O)c1` gave Myeloid diff 2 inactive, T cell modulator inactive, Hep lipid drop -3, Hep lipid drop cells 6.5 µM 832, T cell modulator vesicle-bound % 9 and Myeloid diff 2 GFP+ MAC1+ % 2.2.
Screening O=Cc1cn(CC(=O)Nc2ccccc2)c2ccccc12 returned Myeloid diff 2 inactive, T cell modulator inactive, Hep lipid drop 1, Hep lipid drop cells 6.5 µM 774, T cell modulator vesicle-bound % 50 and Myeloid diff 2 GFP+ MAC1+ % 0.6.
COc1ccc(S(=O)(=O)N2CCOCC2)cc1NC(=O)COC(=O)C1CC2CCCC(C1)C2=O (centres undefined) was read as Myeloid diff 2 inactive, T cell modulator inactive, Hep lipid drop 0, Hep lipid drop cells 6.5 µM 793, T cell modulator vesicle-bound % 20 and Myeloid diff 2 GFP+ MAC1+ % 0.1.
For O=C(N=C1SC2CS(=O)(=O)CC2N1Cc1ccc(Cl)cc1)C1CCCO1 (centres undefined) the results were Myeloid diff 2 inactive, T cell modulator inactive, Hep lipid drop -11, Hep lipid drop cells 6.5 µM 663, T cell modulator vesicle-bound % 26 and Myeloid diff 2 GFP+ MAC1+ % 2.8.
`COC(=O)C1=C(C)NC(C)=C(C(=O)OCC2CCCO2)C1c1ccc(Cl)c([N+](=O)[O-])c1` (centres undefined) gave Myeloid diff 2 inactive, T cell modulator inactive, Hep lipid drop -30, Hep lipid drop cells 6.5 µM 730, T cell modulator vesicle-bound % 31 and Myeloid diff 2 GFP+ MAC1+ % 0.1.
For C=C(C)CN(Cc1ccccc1)C(=S)Nc1ccccc1 the results were Myeloid diff 2 inactive, T cell modulator inactive, Hep lipid drop 4, Hep lipid drop cells 6.5 µM 805, T cell modulator vesicle-bound % 59 and Myeloid diff 2 GFP+ MAC1+ % 0.7.
O=C(COc1ccc(Cl)cc1)NCCCNC(=O)c1cnccn1 was read as Myeloid diff 2 inactive, T cell modulator inactive, Hep lipid drop -4, Hep lipid drop cells 6.5 µM 734, T cell modulator vesicle-bound % 52 and Myeloid diff 2 GFP+ MAC1+ % 0.6.
CN(CC(=O)Nc1ccc(Cl)cc1)C(=O)Cc1c(F)cccc1Cl was read as Myeloid diff 2 inactive, T cell modulator inactive, Hep lipid drop -6, Hep lipid drop cells 6.5 µM 646, T cell modulator vesicle-bound % 65 and Myeloid diff 2 GFP+ MAC1+ % 1.2.

By substructure, the entries above with bromine.
O=C1C2C3C=CC(CC3)C2C(=O)N1c1cccc(Br)c1 (centres undefined) was read as Myeloid diff 2 inactive, T cell modulator inactive, Hep lipid drop -1, Hep lipid drop cells 6.5 µM 836, T cell modulator vesicle-bound % 55 and Myeloid diff 2 GFP+ MAC1+ % 0.7.
C/C(=N\NC(=O)c1c(Cl)cnn1C)c1ccc(NC(=O)c2ccc(Br)o2)cc1 was read as Myeloid diff 2 inactive, T cell modulator inactive, Hep lipid drop -1, Hep lipid drop cells 6.5 µM 561, T cell modulator vesicle-bound % 11 and Myeloid diff 2 GFP+ MAC1+ % 0.6.

An excerpt, so the mix of outcomes need not match the whole.
